ERG-DNA inh = inhibitors of human ERG Ets domain-DNA interaction. P11308. 370,000 tested, 0.028% active. fluorescence polarization, His-ERG Ets domain / labelled DNA. Potency, µM (highest dose often 76.9 µM), without a hit: top-dose FP activity, negative = inhibition, most hits filed as inhibitors; active = well fitted inhibition curve with a large enough effect in the polarisation, with a control signal flat; inconclusive = small, poorly fitted or top-dose-only effect, or effect the other way, or a change in a side signal; inactive = no such curve, though single readings can be large or run the other way; the % refers to the polarisation;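 also: polarization taken with two DNA probes labelled with fluorescein and Texas red; potency is read from the fitted curve at half-maximal effect; % of control where 0% means no effect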
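His-tagged ERG Ets domain (1 uM in the protein solution; 300mM KCl, 50mM Tris-HCl, 1mM EDTA, 1mM DTT, pH 7.5) received compound, then a probe mix of 5 nM fluorescein-DNA and 100nM Texas-615-DNA. Fluorescence polarization was read for both dyes.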
RGS4 inhibitor = human RGS4 inhibition; P49798; Transcreener GDP fluorescence polarization, RGS4-accelerated GTP hydrolysis; Potency, µM (titrated, usually from 114 µM), without a hit: top-dose activity change, negative = inhibition, actives largely listed as inhibitors; 390,000 tested, 0.039% active; also: potency is read from the fitted curve at half-maximal effect; % is scaled to controls: 0 for no effect and ±100 for the full control effect; nearly all actives have a fitted effect of over 75% in size; some results filed as inactive show a strong effect at the top dose
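MLSMR compounds (23 nl, pin-transferred) preincubated 10 min at room temperature with a 500nM (2x) first reagent, then RGS4 at 900nM (2x) plus Transcreener GDP mix added; fluorescence polarization (620/688 nm) read before and after 90 min at 30 °C.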
12-LOX inh = blocks human arachidonate 12S-lipoxygenase. Potency, µM (titrated, usually from 108 µM), inactives show at the top dose activity change, negative = inhibition, actives largely listed as inhibitors. purified 12hLO, xylenol orange hydroperoxide absorbance. P18054. 580,000 tested, 1.1% active; also: potency is read from the fitted curve at half-maximal effect; % is scaled to controls: 0 for no effect and ±100 for the full control effect
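Purified human 12hLO (150 nM final) in 25 mM Hepes, 0.01% Triton X-100, pH 7.0 was preincubated 15 min at room temperature with compound. Then 40 uM arachidonic acid was added, 30 min. Hydroperoxide was read by Fe-XO absorbance ratio 573/405 nm.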
APEX1 inh = blocks human APE1 abasic DNA cleavage; Potency, µM (top dose mostly 65.8 µM), for inactives: at the top dose activity change, negative = inhibition, usual class: inhibitors; 350,000 tested, 0.35% active; P27695; recombinant APE1, TAMRA/BHQ-2 abasic DNA cleavage fluorescence;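 also: potency is read from the fitted curve at half-maximal effect; plate controls were vehicle for no effect and reference inhibitor for full effect; nearly all actives have a fitted effect of over 55% in size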
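Incision of a quenched TAMRA/BHQ-2 THF abasic-site duplex (50 nM) by 0.75 nM APE1, after 15 min compound preincubation, measured as fluorescence increase over three 60 s reads. Values normalized to buffer, DMSO and NSC13755 control wells.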
POLB inh = inhibitors of human DNA polymerase beta. 340,000 tested, 1.3% active. Pol beta primer extension/strand displacement, fluorescence kinetic. AID 485314. Potency, µM (highest dose often 114 µM), for inactives: top-dose activity change, negative = inhibition, actives largely listed as inhibitors; also: potency is read from the fitted curve at half-maximal effect; % is scaled to controls: 0 for no effect and ±100 for the full control effect
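Preincubation: enzyme (10 nM) with compound, 15 min, RT. Reaction: substrate added to 50 nM final. Reads: 0 and 10 min. Analysis: normalized, Hill fit.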
LDHA block = blocks human lactate dehydrogenase A; P00338; purified LDHA, NADH/diaphorase-resazurin fluorescence; hits give low values; activity change, % (values are at about 110 or 230 µM); 480,000 tested, 0.15% active; in the data active = activity change below about -30%; inconclusive = mostly about -25% to -30%;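 also: plate controls were DMSO wells for no effect and wells without enzyme for full effect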
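LDH5 2 nM; NADH 0.06 mM, pyruvate 0.2 mM; 200 mM Tris pH 7.4, EDTA, Tween-20; 5 min RT. Detection: diaphorase 0.133 mg/mL + resazurin 37 µM, fluorescence ex540/em590 at 0 and 20 min; normalized to enzyme-free and DMSO wells.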
POLH inh = DNA polymerase eta (human) inhibition | Q9Y253 | recombinant Pol eta, fluorescent DNA replication assay | Potency, µM (doses to about 114 µM), inactives show top-dose activity change, negative = inhibition, usual class: inhibitors | 390,000 tested, 1.2% active; also: potency is read from the fitted curve at half-maximal effect; % is scaled to controls: 0 for no effect and ±100 for the full control effect
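Pol eta at 10 nM preincubated with compounds 15 min at room temperature; reaction started with fluorescent substrate (50 nM final) and read kinetically at 0 and 10 min.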
Anesthetic bind = candidate novel general anesthetic via apoferritin binding. apoferritin/1-aminoanthracene competitive binding, fluorescence. 350,000 tested, 0.074% active. Potency, µM (highest dose often 77.5 µM), for the others: at the top dose activity change, negative = displacement, hits mostly inhibitors; also: potency is read from the fitted curve at half-maximal effect; % is scaled to controls: 0 for no effect and ±100 for the full control effect; nearly all actives have a fitted effect of over 20% in size
Target sequence (P02791 2-175 limits assumed): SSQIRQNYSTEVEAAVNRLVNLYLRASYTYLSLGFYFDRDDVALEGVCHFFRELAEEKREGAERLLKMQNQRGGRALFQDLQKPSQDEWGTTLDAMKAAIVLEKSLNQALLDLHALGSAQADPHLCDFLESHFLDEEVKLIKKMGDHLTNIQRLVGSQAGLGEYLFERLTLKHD
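Concentration-response curves derived by four-parameter Hill fitting of normalized fluorescence, where compounds displaced 1-AMA from 10 uM horse apoferritin following a brief 10 min room-temperature incubation; propofol titration acted as positive control.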
POLK inh = blocks human DNA polymerase kappa activity | Q9UBT6 | 400,000 tested, 0.53% active | purified Pol kappa, fluorescent DNA synthesis assay, 10 min | Potency, µM (top dose mostly 107 µM), for the others: at the top dose activity, negative = inhibition, usual class: inhibitors | AID 588579; also: potency is read from the fitted curve at half-maximal effect; % is scaled to controls: 0 for no effect and ±100 for the full control effect
Target sequence (Q9UBT6 whole entry, looked up): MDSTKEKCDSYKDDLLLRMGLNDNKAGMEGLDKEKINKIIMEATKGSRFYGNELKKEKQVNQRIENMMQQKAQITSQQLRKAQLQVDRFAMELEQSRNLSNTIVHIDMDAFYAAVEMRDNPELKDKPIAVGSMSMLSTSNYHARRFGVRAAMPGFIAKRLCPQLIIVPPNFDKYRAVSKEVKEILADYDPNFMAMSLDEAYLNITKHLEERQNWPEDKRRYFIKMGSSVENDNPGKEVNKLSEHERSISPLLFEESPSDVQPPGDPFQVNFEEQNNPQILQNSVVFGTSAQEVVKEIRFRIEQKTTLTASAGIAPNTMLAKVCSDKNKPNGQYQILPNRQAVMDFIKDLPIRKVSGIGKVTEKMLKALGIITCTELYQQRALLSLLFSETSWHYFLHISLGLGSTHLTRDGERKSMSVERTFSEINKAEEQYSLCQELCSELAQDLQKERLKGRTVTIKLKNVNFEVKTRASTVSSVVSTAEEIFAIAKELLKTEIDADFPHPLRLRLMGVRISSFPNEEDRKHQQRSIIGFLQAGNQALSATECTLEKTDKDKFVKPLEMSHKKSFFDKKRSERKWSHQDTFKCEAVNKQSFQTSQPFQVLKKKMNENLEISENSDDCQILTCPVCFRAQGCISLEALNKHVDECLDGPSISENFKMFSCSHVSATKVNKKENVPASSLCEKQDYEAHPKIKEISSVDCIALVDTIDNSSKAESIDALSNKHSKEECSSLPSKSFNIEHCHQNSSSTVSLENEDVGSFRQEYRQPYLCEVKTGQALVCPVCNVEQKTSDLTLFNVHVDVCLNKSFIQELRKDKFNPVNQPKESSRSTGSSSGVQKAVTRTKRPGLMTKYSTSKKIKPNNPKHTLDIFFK
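Readout: fluorescence, taken kinetically at 0 and 10 min. Conditions: 10 nM Pol kappa, 15 min RT compound preincubation, 50 nM substrate final. Controls: enzyme-free buffer wells.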
* marks the source's active call; other numbers are inactive results; ? = inconclusive; / = not tested or not shown; [ ] = another dose, or the depositor's remark. Unless noted, calls follow the shape of the dose curve; as a rule, active = well fitted curve in the direction sought with a large enough effect; inconclusive = small, poorly fitted or top-dose-only effect, or another doubt; inactive = no such curve, though single readings can be large; an effect the other way counts as inactive or inconclusive. This is a subset; rates above refer to the full screens.

SMILES	ERG-DNA inh	RGS4 inhibitor	12-LOX inh	APEX1 inh	POLB inh	LDHA block	POLH inh	Anesthetic bind	POLK inh
O=C(Cc1ccc(Cl)cc1Cl)Nc1ccncc1	-4%	-6%	8%	55%[activator]	5%	-1	-16%	-10%	1%
CCCCCOC(=O)Cn1c(=O)c2c(nc(N3CCOCC3)n2C)n(C)c1=O	-9%	-17%	4%	1%	7%	0	-15%	-1%	-24%
COc1ccc(NC(=O)Cn2c(=O)n(-c3ccccc3)c(=O)c3sccc32)c(OC)c1	15%	?	13%	-3%	0%	-9	-5%	-4%	1%
O=C(CN1C(=O)COc2ccccc21)NCCCN1CCOCC1	-2%	17%	7%	0%[12.4 µM]	0%	-14	1%	9%	-6%
CC1CCCCC1Nc1nc2ccc(Cl)cc2n2cnnc12 (stereo not given)	-6%	9%	0%	10%	2%	-1	-8%	?	-2%
COc1ccc(CC(=O)OCC(=O)N2CCCc3ccccc32)cc1	-4%	16%	-17%	-4%	/	-6	-11%	/	-7%
O=c1c2oc3ccccc3c2ncn1Cc1cccc(Cl)c1	6%	29%	0%	10%	4%	-3	-12%	-6%	10%
O=C(O)C1CCCN(S(=O)(=O)c2ccc(Br)cc2)C1 (stereo not given)	-2%	-10%	7%	-4%	5%	-1	-6%	-10%	0%
CCc1nnc(NC(=O)c2nn(-c3ccccc3)nc2C)s1	-3%	4%	2%	4%	7%	-1	-16%	3%	-9%
COc1ccc(C(C)NC(=O)C2CCCO2)cc1OC (stereo not given)	-3%	-2%	-29%	-7%	1%	1	-7%	-6%	-2%
O=C(Nn1c(-c2ccc(F)cc2)nc2ccccc2c1=O)c1cccnc1	40%[activator]	-9%	-20%	-3%	0%	-3	-7%	-4%	-7%
COc1ccc(S(=O)(=O)NCCCn2ccnc2)cc1Cl	1%	13%	7%	14%	?	-4	-19%	-14%	0%
OC[C@H]1O[C@@H](O[C@@H]2[C@@H](CO)O[C@@](O)(CO)[C@H]2O)[C@H](O)[C@@H](O)[C@H]1O	-13%	16%	1%	12%	/	-8	-15%	/	-10%
CC(C)c1ccc(CN(C)CC(O)c2ccccc2)cc1 (stereo not given)	3%	-41%	-11%	-6%	0%	-7	-20%	-11%	1%
COc1ccc(-n2c(SCC(=O)NCc3ccc(F)cc3)nc3c([nH]c4ccccc43)c2=O)cc1	-3%	-5%	-20%	/	1%	-7	-7%	-1%	2%[60.1 µM]
O=C(Cc1ccc(Cl)cc1)c1c[nH]c(C(=O)NCCCN2CCOCC2)c1	8%	3%	-7%	3%	8%	-6	-5%	-17%	1%
Cc1ccc(Cl)cc1N1CCN(C(=O)c2ccc(CN3CCOCC3)cc2)CC1	/	-13%	6%	9%	0%	-4	-10%	-8%	-6%[60.1 µM]
Cc1cc(=O)n(CC(=O)NC(C)c2ccccc2)c2c1c(C)nn2-c1cccc(F)c1 (stereo not given)	4%	-8%	-29%	/	22µM*	-1	-5%	40%[activator]	-41%
CCCNC(=O)c1ccccc1N1CCN(CCCCN2C(=O)C3CCCCN3C2=O)CC1 (stereo not given)	1%	15%	-19%	20%	-1%	-11	-4%	-8%	-8%
CCOC(=O)N1CCN(Cc2nc3cc(NC(=O)CC(C)C)ccc3n2CC)CC1	1%	-5%	-49%	-11%	38%	0	-4%	-4%	0%
O=C(O)Cn1nc(-c2ccccc2)cc1-c1ccccc1	-9%	?	8%	-12%	2%	-3	-24%	-4%	-20%
COc1ccc(CC2(CO)CCN(Cc3cnn(C)c3C)CC2)cc1	9%	-12%	450%[activator]	-1%	41%	1	-21%	-3%	-3%
Cc1c(C(=O)N2CCC(N3CCSCC3)CC2)oc2c(F)cccc12	4%	8%	-7%	21%	-12%	-2	-2%	-11%	0%
COCC(=O)N(Cc1cc2cc(OC)ccc2[nH]c1=O)c1ccccc1	2%	4%	81%[activator]	-4%	-1%	-3	-14%	3%	-2%
COc1cccc(N2CCN(C3CCCC(C)C3)CC2)c1 (stereo not given)	1%	-18%	-9%	1%	10%	-5	-13%	-1%	-3%
CSc1cccc(CNC(=O)C2CCC(=O)N(CC3CCCCC3)C2)c1 (stereo not given)	0%	2%	42%[activator]	0%	0%	-7	-11%	-12%	-4%
CCCCCCCc1nc2sc3c(c2c(=O)n1N)CC(C)(C)OC3	0%	-6%	2%	3%	3%	-2	-9%	4%	-3%
Cc1ccc(CC2CC(=O)N(c3nc(C)cc(C)n3)C2=O)cc1 (stereo not given)	0%	21%	?	10%	2%	-3	-2%	-8%	-15%
O=C(NCCC1=CCCCC1)C1CCN(C(=O)Nc2ccccc2)CC1	7%	-9%	-3%	-4%	-1%	-6	5%	-7%	4%
CCOC(=O)C(=O)Nc1cc(C)on1	-9%	4%	9%	-1%	-2%	-13	-5%	?	-3%
CC(=O)c1ccc(NC(=O)CSc2ccc3nnc(CCNS(=O)(=O)c4ccc(C)cc4)n3n2)cc1	-4%	-11%	0%	/	?	7	?	-8%	-20%
COc1ccccc1NC(=O)N1CCCC1C(=O)NCc1ccccc1 (stereo not given)	-5%	9%	?	9%	3%	-10	-2%	-8%	-6%
CC(C)Sc1nc2c([nH]c3ccccc32)c(=O)n1C	7%	24%	0%	-1%	-2%	-10	-3%	-6%	-11%
CC(C)(CC(=O)O)CC(=O)Nc1ccc(Cl)c(Cl)c1	9%	20%	?	0%	-1%	-7	-4%	2%	1%
O=C(COC(=O)/C=C/c1cccc(C(F)(F)F)c1)NCc1ccco1	-1%	6%	?	-8%	/	-6	-14%	/	-5%
Cc1ccc(NC(=O)CN2CCOCC2)cc1Cl	17%	17%	7%	26%	31%	-9	12%	-7%	0%
O=C(OCc1cnc(Cl)s1)c1ccccc1Cl	3%	-19%	118%	?	2%	-4	-1%	?	-22%
CC1CCN(C(=O)c2cccc(S(=O)(=O)N3CCN(c4ccccc4)CC3)c2)CC1	0%	4%	-1%	1%	/	-1	-10%	/	-3%
COC(=O)c1ccccc1NC(=O)c1ccc2nc(CCc3ccccc3)oc2c1	-1%	-16%	-2%	/	-27%	-2	6%	41%[activator]	1%[60.1 µM]
CCc1ccc(NC(=O)COC(=O)c2cccs2)cc1	-8%	18%	-10%	15%	0%	-4	?	-16%	?
COc1cc(C(=O)NCc2ccncc2)cc(OC)c1OC	-2%	13%	-3%	-5%	11%	-8	-14%	1%	-19%
COc1ccccc1N(Cc1ccccc1)S(=O)(=O)c1cccc(C(=O)Nc2ccccn2)c1	0%	-12%	0%	-8%	15%	-1	-6%	-13%	0%
CCS(=O)(=O)Nc1cc2c3c(c1)CCC(=O)N3CCC2	8%	8%	-5%	65%[activator]	21%	-10	4%	-4%	3%
CCn1cc(/C=C(\NC(=O)c2ccc(OC)c(OC)c2)C(=O)NCCCO)c2ccccc21	-7%	-28%	-19%	-1%	-2%	0	-7%	-11%	15%
CCOC(=O)C1CCCN(C2CC(=O)N(c3ccc(C)cc3)C2=O)C1 (stereo not given)	/	9%	0%[57.4 µM]	3%	2%	-6	-6%	-11%	-2%
COc1cc(NC(=O)c2cccs2)c(OC)cc1NC(=O)CCn1nnc2ccccc21	0%	-22%	1%	-1%	-20%	-2	-10%	/	-7%
O=C(Nc1ncccn1)c1ccc([N+](=O)[O-])o1	17%	-4%	-6%	-8%	21%	9	13%	3%	-7%

10 neighbouring compounds out of the list so far, quoted:
SMILES	ERG-DNA inh	RGS4 inhibitor	12-LOX inh	APEX1 inh	POLB inh	LDHA block	POLH inh	Anesthetic bind	POLK inh
O=C(Cc1ccc(Cl)cc1Cl)Nc1ccncc1	-4%	-6%	8%	55%[activator]	5%	-1	-16%	-10%	1%
CCCCCOC(=O)Cn1c(=O)c2c(nc(N3CCOCC3)n2C)n(C)c1=O	-9%	-17%	4%	1%	7%	0	-15%	-1%	-24%
COc1ccc(NC(=O)Cn2c(=O)n(-c3ccccc3)c(=O)c3sccc32)c(OC)c1	15%	?	13%	-3%	0%	-9	-5%	-4%	1%
O=C(CN1C(=O)COc2ccccc21)NCCCN1CCOCC1	-2%	17%	7%	0%[12.4 µM]	0%	-14	1%	9%	-6%
CC1CCCCC1Nc1nc2ccc(Cl)cc2n2cnnc12 (stereo not given)	-6%	9%	0%	10%	2%	-1	-8%	?	-2%
COc1ccc(CC(=O)OCC(=O)N2CCCc3ccccc32)cc1	-4%	16%	-17%	-4%	/	-6	-11%	/	-7%
O=c1c2oc3ccccc3c2ncn1Cc1cccc(Cl)c1	6%	29%	0%	10%	4%	-3	-12%	-6%	10%
O=C(O)C1CCCN(S(=O)(=O)c2ccc(Br)cc2)C1 (stereo not given)	-2%	-10%	7%	-4%	5%	-1	-6%	-10%	0%
CCc1nnc(NC(=O)c2nn(-c3ccccc3)nc2C)s1	-3%	4%	2%	4%	7%	-1	-16%	3%	-9%
COc1ccc(C(C)NC(=O)C2CCCO2)cc1OC (stereo not given)	-3%	-2%	-29%	-7%	1%	1	-7%	-6%	-2%

Screening data (PubChem)
